Assay outcomes from PubChem BioAssay.
12-LOX inh: Primary qHTS assay for inhibitors of human arachidonate 12S-lipoxygenase (ALOX12): Round 2; Polyunsaturated fatty acid lipoxygenase ALOX12 (Homo sapiens), P18054; purified 12hLO, xylenol orange hydroperoxide absorbance; Potency, µM (series often up to 108 µM), without a hit: top-dose activity change, negative = inhibition, most hits filed as inhibitors; 580,000 tested, 1.1% active; active means well fitted inhibition curve with a large enough effect; inconclusive means small, poorly fitted or top-dose-only effect, or another doubt; inactive means no such curve, though single readings can be large or run the other way
Target sequence (P18054 whole entry, looked up): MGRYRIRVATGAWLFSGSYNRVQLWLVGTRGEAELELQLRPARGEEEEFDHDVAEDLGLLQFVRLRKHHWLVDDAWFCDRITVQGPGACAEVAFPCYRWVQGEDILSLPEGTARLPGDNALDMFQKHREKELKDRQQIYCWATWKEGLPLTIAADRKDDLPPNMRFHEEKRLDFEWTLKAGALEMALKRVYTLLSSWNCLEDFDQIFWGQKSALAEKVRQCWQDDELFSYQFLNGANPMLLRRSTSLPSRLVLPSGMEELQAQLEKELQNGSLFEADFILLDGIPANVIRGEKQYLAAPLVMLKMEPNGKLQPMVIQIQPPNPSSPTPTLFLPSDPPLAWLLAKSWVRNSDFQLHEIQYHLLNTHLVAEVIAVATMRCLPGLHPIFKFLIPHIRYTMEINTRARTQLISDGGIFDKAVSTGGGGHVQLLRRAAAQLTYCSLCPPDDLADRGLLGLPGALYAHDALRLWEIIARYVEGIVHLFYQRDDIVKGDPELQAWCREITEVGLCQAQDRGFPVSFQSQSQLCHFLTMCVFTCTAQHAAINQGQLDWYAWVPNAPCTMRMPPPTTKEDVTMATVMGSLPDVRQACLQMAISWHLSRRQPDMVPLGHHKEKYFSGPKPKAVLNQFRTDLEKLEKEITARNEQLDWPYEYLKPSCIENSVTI
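Purified human 12hLO at 150 nM in 25 mM Hepes, 0.01% Triton X-100, pH 7.0, preincubated 15 min at room temperature with compound. Reaction started with 40 uM arachidonic acid, 30 min at room temperature. Hydroperoxide measured by Fe-xylenol orange, 573/405 nm absorbance ratio.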
An asterisk follows results filed as active; [ ] = remark or other dose. On the % scale 0 is the no-effect control and ±100 the full control effect; potency means the concentration at half of the fitted maximal effect. Some of the compounds tested (hit frequency here may not be typical).

The first 2 entries, to show the layout:
For COC(=O)N1C[C@H](OCc2cn(-c3cc(Cl)cc(Cl)c3)nn2)[C@H](OCc2cn(-c3cc(Cl)cc(Cl)c3)nn2)C[C@@H]1c1ccccc1Br the results were 12-LOX inh -6%.
Screening CC(C)(C)CC(=O)N1CCC(C(NC(=O)c2ccccc2Cl)C(=O)N2CCCCC2)CC1 (centres undefined) returned 12-LOX inh 42%[activator].

Results (from the top)
For COC(=O)N1C[C@H](OCc2cn(-c3cc(Cl)cc(Cl)c3)nn2)[C@H](OCc2cn(-c3cc(Cl)cc(Cl)c3)nn2)C[C@@H]1c1ccccc1Br the results were 12-LOX inh -6%.
Screening CC(C)(C)CC(=O)N1CCC(C(NC(=O)c2ccccc2Cl)C(=O)N2CCCCC2)CC1 (centres undefined) returned 12-LOX inh 42%[activator].
Screening O=C1N(c2ccccc2)C[C@H]2CN(Cc3ccnc4ccccc34)CCN12 returned 12-LOX inh -19%[176 µM].
CCN1CC2(CCN(Cc3c(OC)ccc(F)c3F)CC2)OC1=O was read as 12-LOX inh -9%.
Screening C1CNCC(c2nc(C3CCOCC3)no2)C1 (centres undefined) returned 12-LOX inh 61%[activator].
CN(C)c1nc(C2CC(NC3Cc4ccccc4C3)C2)cc(=O)[nH]1 (centres undefined) was read as 12-LOX inh 15%.
COc1cccc(CN2CCN3C(=O)N(Cc4ccccn4)C[C@H]3C2)c1 was read as 12-LOX inh 56%[activator][176 µM].
COc1ccccc1N1CCN([C@@H]2[C@H](O)[C@H](CO)O[C@@H]2CN)CC1 was read as 12-LOX inh inconclusive.
O=c1c2nc(N3CCC(c4ccccc4)CC3)ccc2ncn1-c1cccnc1 was read as 12-LOX inh 23%[176 µM].
CN(CC1CCOCC1)C(=O)Nc1ccccc1F was read as 12-LOX inh 27%.
Screening C[C@H]1[C@@H]2[C@@H](O)C([C@H](C)C(=O)NCc3cccs3)CC[C@@]2(C)CC[C@@H]1NC(=O)c1cncnc1 (some centres undefined) returned 12-LOX inh -2%.
For Cn1ccnc1CN1CCCC12CCN(c1ccc(C(F)(F)F)cn1)CC2 the results were 12-LOX inh 34%[activator].
Screening O=C(c1cc(C2CC2)[nH]n1)N1CCc2nn(Cc3ccccc3)c(=O)n2CC1 returned 12-LOX inh 40%.
Screening COc1cccc(N2C(=O)NC(=NC3CCCCC3)C23CCCN(Cc2cccnc2)C3)c1 (centres undefined) returned 12-LOX inh -2%[6.33 µM].
Screening Cc1nc(C)n(CCCNc2nccc(-c3cc(C(=O)O)ccn3)n2)n1 returned 12-LOX inh 32%[activator].
CC(NC(=O)C1(c2ccc(NS(C)(=O)=O)cc2)CCCCC1)c1ccccc1 (centres undefined) was read as 12-LOX inh 0%.
For COc1ccc(CCC(=O)N2CCC3(CC2)CC(OC)CCO3)cc1 (centres undefined) the results were 12-LOX inh 48%[activator].
For COc1ccccc1-c1[nH]nc2ncc(C(=O)Nc3ccc4[nH]ccc4c3)nc12 the results were 12-LOX inh -7%[176 µM].
Screening CNC(=O)c1cccc(-c2cnc(Nc3ccc(Cl)cn3)c3c2CCO3)c1 returned 12-LOX inh 36%[activator][176 µM].
For Cc1cc(F)ccc1OC1CN(C(=O)c2ccccn2)C1 the results were 12-LOX inh 49%[activator][176 µM].
O=C(Cn1nc2c(cc1=O)CCCC2)Nc1ccc(C(F)(F)F)cc1 was read as 12-LOX inh 7%.
Screening CCn1c2c(c(=O)n1Cc1ccccc1)CCN(C(=O)c1cccnc1)C2 returned 12-LOX inh 2%[176 µM].
OCC1CN(c2ncccn2)CC12CCN(Cc1cccnc1)CC2 (centres undefined) was read as 12-LOX inh 42%[activator].
Screening COc1cc2c(cc1OC)C(CNC(=O)C1CCCC1)N(C(=O)NC(C)C)CC2 (centres undefined) returned 12-LOX inh 52%[activator].
`COC[C@@H]1CN(C(=O)Cn2cc(C)cn2)C[C@H]1c1ccncc1` gave 12-LOX inh 1%.
For Cc1ccc(S(=O)(=O)N2CCC(n3cnnc3C)CC2)cc1Cl the results were 12-LOX inh 6%.
`O=C(NCC1CC1)c1ccc2c(c1)OCCN(c1ccccc1)C2` gave 12-LOX inh inconclusive.
For CC(C(=O)NC1CCN(c2cnn(CC3CC3)c(=O)c2)CC1)c1ccccc1 (centres undefined) the results were 12-LOX inh 40%.
O=C1CCN(C(=O)CCc2c[nH]c3ccccc23)CCCC(C(=O)NCc2ccccc2)CCN1 (centres undefined) was read as 12-LOX inh 12%.
Screening O=C1CCN(S(=O)(=O)c2ccccc2)CCCN(C(=O)CC2CCCC2)CCN1 returned 12-LOX inh -4%.

Molecules above that contain a CF3 group:
For Cn1ccnc1CN1CCCC12CCN(c1ccc(C(F)(F)F)cn1)CC2 the results were 12-LOX inh 34%[activator].
O=C(Cn1nc2c(cc1=O)CCCC2)Nc1ccc(C(F)(F)F)cc1 was read as 12-LOX inh 7%.

(more compounds)
Screening CC(=O)N[C@H]1CC[C@]2(C)CC[C@@H](C(C)C(=O)NC(C)C)[C@H](O)[C@H]2[C@@H]1C (some centres undefined) returned 12-LOX inh 8%[176 µM].
`Fc1ccccc1CN1CCOC[C@H]1c1ncc(-c2cccc(Cl)c2)[nH]1` gave 12-LOX inh 21%[176 µM].
Cc1ccc(C(=O)N2CCC(Oc3ccc(NC(=O)c4ccccc4)cn3)C2)cc1 (centres undefined) was read as 12-LOX inh -3%.
Screening O=C(O)c1ccc(-c2ccc(C(F)(F)F)cc2)cc1 returned 12-LOX inh inconclusive.
For O=C(N1CCC(NS(=O)(=O)c2cccs2)CC1)N1CC2CC(C1)[C@H]1CCCC(=O)N1C2 (some centres undefined) the results were 12-LOX inh 30%.
For CCOc1ccccc1NC(=O)Cn1c(=O)c(-c2noc(CC)n2)c2n(c1=O)CCCC2 the results were 12-LOX inh 9%.
For Cc1nn(-c2ccc(F)cc2)c(Oc2ccc(F)cc2F)c1CCC(=O)NCc1ccco1 the results were 12-LOX inh 46%[activator].
Screening COc1ccc(C(=O)N2CCC(Oc3ncccc3C(=O)N3CCCCC3)C2)c(C)c1 (centres undefined) returned 12-LOX inh 34%[activator].
COc1cccc(CNC(=O)Cn2c(N3CCOCC3)nc(C)cc2=O)c1 was read as 12-LOX inh 34%.
Screening CC(=O)NCCC(=O)N1CCC2(CC1)CC(N[S+](C)(=O)[O-])c1ccccc12 (centres undefined) returned 12-LOX inh 5%[6.33 µM].
Screening CN1CCCN(C(=O)Nc2ccc3c(c2)OCCO3)c2ccccc21 returned 12-LOX inh 6%.
For COc1ccc(-c2cc(CNC(=O)c3cn(CCN)nn3)no2)cc1 the results were 12-LOX inh 13%.
Screening O=C(c1ccc(=O)[nH]c1)N1C[C@@H](COCC2CC2)[C@H](c2ccccn2)C1 returned 12-LOX inh 34%[activator].
Cc1ccc(NC(=O)Cn2ccn3nc(-c4ccc(F)cc4)c(CO)c3c2=O)cc1Cl was read as 12-LOX inh 30%[activator].
COCC(=O)N1CC[C@@H](CC(=O)O)[C@@H](CCN2CCN(c3ccccc3OC)CC2)C1 was read as 12-LOX inh inconclusive.
`Cc1ccc(F)c(S(=O)(=O)NC[C@@H]2CCNC[C@H]2O)c1` gave 12-LOX inh -6%.
COCC1CN(Cc2ccc(F)c(F)c2)CC12CCNCC2 (centres undefined) was read as 12-LOX inh 64%[activator].
O=C1NCC(c2ccc(Cl)cc2)Cc2[nH]c(-c3ccc(O)cc3)nc21 (centres undefined) was read as 12-LOX inh 47%[activator].
`Cc1ccc(CN2C(=O)[C@@H]3C[C@@H](O)CN3C3(CN(C4CCOCC4)C3)C2=O)o1` gave 12-LOX inh 3%[176 µM].
CCOC(=O)c1cccc(NC(=O)N2CC[C@@H](CC(=O)N(C)CC#N)[C@@H](CC)C2)c1 was read as 12-LOX inh 7%[176 µM].
Screening COc1cc(-c2nc(C)cnc2C)cc2c1OCCN(C(=O)Cc1cc(OC)c(OC)c(OC)c1)C2 returned 12-LOX inh 15%.
`COCCn1c(Cn2ccc3ccccc32)nnc1C1CC(N)C1` (centres undefined) gave 12-LOX inh 35%.
Screening Cn1nc(CN2CCN(c3ccncc3)CC2)c2c(Cl)cccc21 returned 12-LOX inh -10%.
Screening CCOc1ccccc1C(=O)N1CCC2(CC1)N=C(c1cccc(Br)c1)NO2 returned 12-LOX inh 14%.
Screening COC1CCCN(c2cc(-c3ccsc3)nc3c(C)noc23)C1 (centres undefined) returned 12-LOX inh -22%[176 µM].
CC(COc1ccc(C#N)c(F)c1)CN1CCC(C(O)(c2ccccc2)c2ccccc2)CC1 (centres undefined) was read as 12-LOX inh inconclusive.
O=C(Cc1cccc(F)c1)N1CCC(c2n[nH]c(=O)n2Cc2ccc(F)cc2)CC1 was read as 12-LOX inh 31%.
Screening CCN1C(=O)C(CC(=O)NC(C)c2ccccc2)Sc2ncccc21 (centres undefined) returned 12-LOX inh 14%.
`O=C1CC2(CCN(CC3CC3)CC2)Oc2cc(Cl)ccc21` gave 12-LOX inh inconclusive.
COc1ccc(C(=O)N2C[C@@H](C(N)=O)[C@H](C3CCN(C)CC3)C2)cc1 was read as 12-LOX inh -3%.
For COc1ccc(S(=O)(=O)N2CC(F)(F)C[C@H]2c2nc(C)no2)cc1 the results were 12-LOX inh 29%.
COCCC(=O)N1CCCn2cc(-c3cccc(C#N)c3)nc21 was read as 12-LOX inh 63%[activator].
Screening Cc1cnc(CCNC(=O)c2cccs2)n1CC1CC1 returned 12-LOX inh 36%.
COC[C@H]1CCCN1C(=O)C[C@@H]1O[C@H](CNC(=O)c2ccc(C)cc2)[C@@H](O)[C@H]1O was read as 12-LOX inh inconclusive.
For O=C(c1ccc[nH]1)N1CCC(n2cc(-c3nc(-c4ccccc4)no3)nn2)CC1 the results were 12-LOX inh -4%.
`COc1ccc(-c2nc3c(c(=O)[nH]2)CCN(C(=O)Nc2cc(F)cc(F)c2)C3)cc1` gave 12-LOX inh -7%.
For Cc1ccc(CNC(=O)c2ccc3c(c2)CNCCO3)cc1 the results were 12-LOX inh -15%.
COCCNC(=O)[C@H]1C[C@H](Oc2ccccc2)CN1C(=O)CC(C)C was read as 12-LOX inh 50%[activator].
O=C(NCc1cc2n(n1)CCN(C1CCCCC1)C2)c1cnn2ccccc12 was read as 12-LOX inh 26%.
CO[C@H]1C(=O)N(C(C)C)[C@H]1C1CCN(S(=O)(=O)c2cccs2)CC1 was read as 12-LOX inh 23%.
For CCOc1ccccc1-c1nc(-c2nnn3c2COC(c2ccc(OC)cc2)C3)no1 (centres undefined) the results were 12-LOX inh 41%[activator].
Screening Cc1cc(C(=O)N2CCC(c3nc(C4CCOCC4)no3)CC2)nn1C returned 12-LOX inh 51%[activator].
`O=C(c1ccccc1)N1CCc2sc(C(=O)N3CCN(c4ccccc4)CC3)cc2C1` gave 12-LOX inh 32%[activator].
O=C(CN1CCN(C2CCCC2)CC(O)C1)NCCc1ccccc1 (centres undefined) was read as 12-LOX inh 45%.
`CCOCCn1c(=O)n(Cc2ncccn2)c2cc(C(=O)O)cnc21` gave 12-LOX inh inconclusive.

Continued, overlapping the part above by 5 compounds.
For CCOc1ccccc1-c1nc(-c2nnn3c2COC(c2ccc(OC)cc2)C3)no1 (centres undefined) the results were 12-LOX inh 41%[activator].
Screening Cc1cc(C(=O)N2CCC(c3nc(C4CCOCC4)no3)CC2)nn1C returned 12-LOX inh 51%[activator].
`O=C(c1ccccc1)N1CCc2sc(C(=O)N3CCN(c4ccccc4)CC3)cc2C1` gave 12-LOX inh 32%[activator].
O=C(CN1CCN(C2CCCC2)CC(O)C1)NCCc1ccccc1 (centres undefined) was read as 12-LOX inh 45%.
`CCOCCn1c(=O)n(Cc2ncccn2)c2cc(C(=O)O)cnc21` gave 12-LOX inh inconclusive.
Screening O=C1CC2(CCN(CC3CCNC3)C2)Nc2ccccc2N1 (centres undefined) returned 12-LOX inh inconclusive.
For c1cnn(-c2ccc(-c3n[nH]c(C4CCOCC4)n3)cc2)c1 the results were 12-LOX inh 46%[activator].
For O=C(NCc1ccccc1)C1=NO[C@@H]2CN(Cc3ccncc3)C[C@H]12 the results were 12-LOX inh 4%[176 µM].
Screening COc1ncccc1-c1cnc2n[nH]c(-c3ccc4c(c3)OCO4)c2n1 returned 12-LOX inh -8%[176 µM].
CN(C)CC(O)COc1ccc(CN(C)C2CCSCC2)cc1 (centres undefined) was read as 12-LOX inh 39%[activator].
For COc1ccc(S(=O)(=O)N[C@H]2C[C@H]3C(=O)NC[C@@H](CCC(=O)NCc4ccccc4)N3C2)cc1 the results were 12-LOX inh 1%.
`CCn1cc(C(=O)N2CCOc3c(O)cc(-c4ccccc4C)cc3C2)cn1` gave 12-LOX inh -8%.
`O=C(NC1CCCN(c2cc(-c3ccc(F)cc3)[nH]n2)C1)c1ccc(F)cc1F` (centres undefined) gave 12-LOX inh 16%.
CN(C)c1ccc(C(=O)N2CCN(c3nnc4ccccn34)CC2)cc1 was read as 12-LOX inh 45%[activator].
Screening CC(=O)Nc1ccc(CN2CCC(N3CCCCCC3=O)CC2)cc1 returned 12-LOX inh 18%.
For Cc1noc(C)c1C(=O)N1CCCC(c2[nH]ncc2-c2ccc(F)cc2)C1 (centres undefined) the results were 12-LOX inh 31%.
CCc1noc([C@@H]2CC(F)(F)CN2C(=O)CCn2cccn2)n1 was read as 12-LOX inh 27%.
`OCC1(CNCc2cccnc2)C[C@@H](O)[C@@H](O)C1` (some centres undefined) gave 12-LOX inh 20µM*.
Screening COc1cccc(CNS(=O)(=O)c2cc(Br)ccc2Br)c1OC returned 12-LOX inh inconclusive.
Screening O=C(c1ccc(F)cc1)N1CCC2(CN[S+](=O)([O-])c3ccccc3N2)C1 (centres undefined) returned 12-LOX inh inconclusive.
`CNC(=O)N1CCC(C2CCN(Cc3ccc(F)c(OC)c3)C2)CC1` (centres undefined) gave 12-LOX inh inconclusive.
For Cc1cc2nc(CO[C@H]3CN(Cc4ccc(C(F)(F)F)cc4)C[C@H]3F)[nH]c2cc1C the results were 12-LOX inh 52%[activator][176 µM].
